D3 ag – qHTS of D3 Dopamine Receptor Agonist: qHTS; D(3) dopamine receptor (Homo sapiens), P35462; AID 652048, 2013; max activation, %; actives 0.58% (n = 410,000); D3R DiscoveRx beta-arrestin cells, luminescence, 90 min; in the data active = max activation above about 30%; note: 0% is about no effect; mostly tested at two doses, the higher about 12 µM
Target sequence (P35462 whole entry, looked up): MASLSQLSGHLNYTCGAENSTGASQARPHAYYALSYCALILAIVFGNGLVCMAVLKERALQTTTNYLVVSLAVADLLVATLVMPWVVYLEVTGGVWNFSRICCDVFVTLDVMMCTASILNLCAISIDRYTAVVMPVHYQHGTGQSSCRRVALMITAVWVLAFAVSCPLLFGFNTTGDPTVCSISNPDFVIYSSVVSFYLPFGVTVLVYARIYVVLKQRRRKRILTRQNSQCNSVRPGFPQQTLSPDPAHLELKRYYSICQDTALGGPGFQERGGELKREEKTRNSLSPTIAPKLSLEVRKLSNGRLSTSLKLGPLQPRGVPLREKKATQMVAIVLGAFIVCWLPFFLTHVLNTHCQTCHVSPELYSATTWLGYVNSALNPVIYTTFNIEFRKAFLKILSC
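Agonist mode: compounds and dopamine controls were applied to plated cells for 90 min at 37 degrees C after an overnight attachment at 1500 cells/well. Luminescent read-out followed 30 - 60 minutes at room temperature with DiscoveRx detection reagent.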
PTHR1 ag – qHTS for PTHR1 Agonists: Primary Screen | actives 0.075% (n = 410,000) | AID 743266, 2014 | Potency, µM (series often up to 115 µM), for inactives: top-dose activation, actives largely listed as activators | HEK293 GP2 PTHR1 cells, GloSensor cAMP luminescence, 1 h; active = well fitted activation curve with a large enough effect; inconclusive = small, poorly fitted or top-dose-only effect, or another doubt; inactive = no such curve, though single readings can be large or run the other way; note: potency is the fitted concentration of half-maximal effect; nearly all actives have a fitted effect of over 55% in size; some results filed as inactive show a strong effect at the top dose; inactives centre near -15; many of its hits are not listed in these tables
Target sequence (Q03431 whole entry, looked up): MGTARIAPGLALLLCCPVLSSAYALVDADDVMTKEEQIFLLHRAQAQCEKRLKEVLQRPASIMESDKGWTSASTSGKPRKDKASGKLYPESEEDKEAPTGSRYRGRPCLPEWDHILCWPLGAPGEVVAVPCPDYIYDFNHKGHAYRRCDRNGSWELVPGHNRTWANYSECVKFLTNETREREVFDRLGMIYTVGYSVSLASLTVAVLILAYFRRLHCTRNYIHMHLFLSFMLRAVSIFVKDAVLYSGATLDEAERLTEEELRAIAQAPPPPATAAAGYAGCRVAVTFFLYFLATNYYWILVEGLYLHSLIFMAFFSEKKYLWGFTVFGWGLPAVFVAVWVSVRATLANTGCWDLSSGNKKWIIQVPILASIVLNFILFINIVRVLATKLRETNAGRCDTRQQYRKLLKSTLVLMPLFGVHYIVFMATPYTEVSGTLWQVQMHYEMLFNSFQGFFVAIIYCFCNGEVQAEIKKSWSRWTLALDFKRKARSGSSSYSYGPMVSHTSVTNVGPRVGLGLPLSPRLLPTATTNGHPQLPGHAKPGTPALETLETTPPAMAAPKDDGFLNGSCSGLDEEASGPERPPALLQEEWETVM
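HEK-293-derived GP2 cells expressing PTHR1 and a GloSensor cAMP reporter, 3,000/well, plated overnight, given luciferin plus IBMX (each 0.5 mM as added) for 1 h at 37 °C, then compound for 1 h at 37 °C. Luminescence was read after 15 min at room temperature.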
* marks the source's active call; other numbers are inactive results; i = inactive; ? = inconclusive; [ ] = another dose, or the depositor's remark. The list is partial (hit frequency here may not be typical).

canonical_smiles,D3 ag,PTHR1 ag
COc1ccc(C2C(=O)N(C3CCCCCC3)CC(=O)N2CCc2ccccc2)cc1 (stereo unspecified),28,i
Cc1cccc(-n2c(SCC(N)=O)nc3c(oc4ccccc43)c2=O)c1,1,-28%
Cc1cc(-c2ccc(C)c(S(=O)(=O)N3CCN(c4cccc(C(F)(F)F)c4)CC3)c2)on1,2,i
CCOc1ccc(C2c3c(oc4ccccc4c3=O)C(=O)N2c2nnc(C)s2)cc1OC (stereo unspecified),-8,-12%
Cc1cc(C)c(NC(=O)c2sc3nc(C)cc(C)c3c2N)c(C)c1,-3,i
COc1ccc(C2=NC(c3ccccc3)=Nc3ccc(C)cc3N2)cc1,-10,-23%
COc1cccc2cc(C(=O)NCCc3c(C)[nH]c4ccc(Br)cc34)c(=O)oc12,3,-13%
CCC(C(=O)NCc1ccccc1Cl)n1nc(C)c2sc3ccccc3c2c1=O (stereo unspecified),-5,?

Carrying on:
canonical_smiles,D3 ag,PTHR1 ag
CCC(C(=O)Nc1cc(C)ccc1C)n1c(=O)c(C(F)(F)F)nc2ccccc21 (stereo unspecified),7,30%
CCN1C(=O)c2ccccc2Sc2ccc(NC(=O)Cc3ccc(OC)c(OC)c3)cc21,-8,i
Cc1ccc(-n2ncc3c(N4CCN(Cc5ccccc5)CC4)ncnc32)cc1Cl,6,-37%[inhibitor]
CCC(=O)N1CCc2cc(S(=O)(=O)CCC(=O)Nc3ccc(OC(F)(F)F)cc3)ccc21,1,-19%
COC(=O)c1c(-c2ccc(Cl)cc2)noc1N1CCN(c2ccc(C(C)=O)cc2)CC1,4,-29%
Cc1ccc(NC(=O)c2ccc3snnc3c2)cc1Cl,-2,-12%
CCOC(=O)CSc1nc2ccccc2c(=O)n1CCc1ccc(OC)c(OC)c1,3,i
COc1ccc(C2(Nc3cccc(F)c3)C(=O)c3ccccc3C2=O)cc1,21,-29%

Following part.
canonical_smiles,D3 ag,PTHR1 ag
Cc1csc2nc(COC(=O)c3ccc(NC(=O)c4ccccc4Br)cc3)cc(=O)n12,-4,-11%
Cc1sc2ncn(CC(=O)N3CCN(c4ccc(F)cc4)CC3)c(=O)c2c1S(=O)(=O)N1CCCCC1,7,-16%
COc1ccccc1N1CCN(c2ncnc3c2cnn3C)CC1,1,i
Cc1ccc(Cn2nnc3sc4c(c3c2=O)CCC(C)C4)cc1 (stereo unspecified),-10,i
CSc1ccc(CNC(=O)Cc2csc3ccccc23)cc1,-3,i
CCC(=O)Nc1cccc(-c2cn3c(C)csc3n2)c1,2,0%
Cc1cccc(Cn2c(SCc3ccc(C(=O)NCc4ccccc4F)cc3)nc3cccnc32)c1,-26,-7%
CN1C(=O)Cc2cc(S(=O)(=O)NCc3ccccc3Cl)ccc21,-11,-25%

More compounds
canonical_smiles,D3 ag,PTHR1 ag
COc1ccc(Cn2c(SCC(=O)N(C)Cc3ccccc3)nc3ccccc32)cc1,-23,i
COc1cc(C2NC(=O)N(C)C3=C2C(=O)N(c2ccccc2)C3)ccc1O (stereo unspecified),4,i
O=[N+]([O-])c1cc(-c2nc(-c3ccccc3)no2)ccc1NCCc1ccccc1,7,i
COc1ccc(NC(=O)CSC2=Nc3ccccc3C3=NC(CCC(=O)NC4CCCCC4)C(=O)N23)cc1Cl (stereo unspecified),5,-10%
Cc1nn(CCC(=O)N2CCN(c3ccccc3)CC2)c(C)c1S(=O)(=O)N1CCCC1,-17,-24%
COc1ccc(-c2c(C)c3ccc(O)c(CN4CCC(C)CC4)c3oc2=O)cc1OC,5,-72%[inhibitor]
CCc1ccccc1NCc1nnc2n1CCCCC2,2,1%
CCCNC(=O)CCC(=O)N1Cc2ccccc2Oc2ncccc21,-22,-19%

Other entries follow:
canonical_smiles,D3 ag,PTHR1 ag
O=C(Nc1cccc(C(F)(F)F)c1)C1CCN(S(=O)(=O)c2cccc3nsnc23)CC1,-8,-32%[inhibitor]
CN(C)c1ccc(C(CNC(=O)COc2ccc(Cl)cc2)N2CCOCC2)cc1 (stereo unspecified),-4,i
CCc1ccc(NC(=O)CSc2nccn2-c2ccc(OC)cc2)cc1,-19,-69%[inhibitor]
CCc1ccc2c(c1)NC(c1ccc(F)cc1)=NC(c1ccncc1)=N2,-28,-21%
Cc1cccc(NC(=O)Cn2c(=O)oc3cc(S(=O)(=O)NC4CCCC4)ccc32)c1,9,-96%
O=C(Cn1c(=O)n(-c2cccc(Cl)c2)c(=O)c2sc3ccccc3c21)NC1CCCCC1,3,-19%
COc1ccc(CCNc2nc3c(c(=O)n(C)c(=O)n3C)n2Cc2ccc(F)cc2)cc1OC,6,-25%
Cc1ccc(NC(=O)CCCN2C(=O)COc3ccc(C)cc32)c(C)c1,-8,-15%

(listing goes on)
Second line of a record – D3 ag	PTHR1 ag
COc1ccccc1CNC(=O)Cn1c(=O)nc(-c2ccccc2F)c2cc(Cl)ccc21
→ 1	i
Cc1cccc(N(CC(=O)NCc2ccccc2)S(C)(=O)=O)c1C
→ -13	i
COc1cccc(N2CC(NC(=O)C3CCCC3)CC2=O)c1 (stereo unspecified)
→ -2	i
CCOC(=O)C1=C(CN(C)Cc2ccccc2)NC(=O)NC1c1ccc(OC)cc1 (stereo unspecified)
→ 4	-35%[inhibitor]
O=C(COc1ccc(Cl)cc1)N(Cc1ccco1)c1ccccn1
→ 2	i
O=C(O)CCC(=O)N1CCc2cc(S(=O)(=O)NCc3ccc(F)cc3)ccc21
→ 0	-13%
COc1cccc(N2CCN(C(=O)C3CCC(CNS(=O)(=O)c4ccc(Br)s4)CC3)CC2)c1 (stereo unspecified)
→ 7	-26%
O=C1CN(C(=O)Cc2ccc(F)cc2)C(c2ccccc2)c2cc(Br)ccc2N1 (stereo unspecified)
→ 6	-58%[inhibitor]
COC(=O)c1c(C)sc(-c2c(-c3ccc4c(c3)OCCO4)[nH]c3c2c(=O)n(C)c(=O)n3C)c1O
→ 10	i
Cc1ccc(CNC(=O)Cn2c(=O)cc(C(F)(F)F)c3c(C)nn(C)c32)cc1
→ 8	i
O=C(Cn1c(=O)ccc2cc(S(=O)(=O)N3CCCC3)ccc21)NCc1ccc(Cl)cc1
→ -3	-1%
Clc1ccc(CNc2cc(-c3ccccc3)nc3nncn23)cc1
→ 2	-19%
Cc1cnc(=O)[nH]c1SCC(=O)Nc1nc2ccccc2s1
→ 3	-26%
Cc1ccc(NC(=O)C2CCN(C(=O)c3cnn(-c4ccccc4)c3-n3cccc3)CC2)cc1Cl
→ 3	-9%
Cc1nnc(NC(=O)CSc2nc3c([nH]c4ccccc43)c(=O)n2-c2cccc(Cl)c2)s1
→ 17	i
Cc1nc(CC(=O)Nc2cc(Cl)ccc2C)cs1
→ 8	-9%
CC(C)CCNC(=O)Nc1cc(C(=O)NCc2cccc(F)c2)ccc1N1CCCC1
→ -5	-28%
CC(C)C(NS(=O)(=O)c1cccc2cccnc12)C(=O)Nc1ccc(OC(F)(F)F)cc1 (stereo unspecified)
→ -4	-45%[inhibitor]
COc1cccc(-c2ncnn2-c2sc3c(c2C#N)CCCCC3)c1OC
→ 6	-7%
CCOC(=O)C1CCN(CC(=O)Nc2cc(C)c3c(=O)oc4ccccc4c3n2)CC1
→ -9	21%
Cc1cccc(NC(=O)c2cc(S(=O)(=O)N3CCN(c4ccccc4F)CC3)ccc2F)c1C
→ 12	i
Cc1ccc(NC(=O)Cn2c(C)cc(C)c(C#N)c2=O)cc1F
→ -14	i
Cc1ccc(C2C(=O)N(C3CCCCCC3)CC(=O)N2C(C)C)cc1 (stereo unspecified)
→ 7	i
COc1ccc(NC(=O)C(NS(=O)(=O)c2cccc3nsnc23)c2ccccc2)cc1 (stereo unspecified)
→ 2	i
CCOc1cc(C#N)c(NC(=O)c2ccc(OC)c(S(=O)(=O)N3CCCCC3)c2)cc1OCC
→ 7	i
Cc1ccc2ncc3c(-c4ccc(F)cc4)nn(-c4cccc(F)c4)c3c2c1
→ -4	i
CCOc1ccc(S(=O)(=O)n2nc(C)c(S(=O)(=O)N3CCCCC3)c2C)cc1
→ 8	i
CCOc1ccc(NC(=O)Cn2cnc3nc4c(cc3c2=O)CCCC4)cc1
→ 4	-8%
Cc1ccc(-n2nc3c(N4CCC(C(=O)N5CCCCC5)CC4)nnc(C)c3c2C)cc1
→ -3	i
Cc1nn(-c2ccc(N3CCCC3)nn2)c(C)c1CCC(=O)NCc1ccccc1
→ 0	i

Two entries from above, as labelled records:
CC(C)C(NS(=O)(=O)c1cccc2cccnc12)C(=O)Nc1ccc(OC(F)(F)F)cc1 (stereo unspecified)
  D3 ag: -4; PTHR1 ag: -45%[inhibitor]

COc1cccc(-c2ncnn2-c2sc3c(c2C#N)CCCCC3)c1OC
  D3 ag: 6; PTHR1 ag: -7%

In another format: entries from further up.
> Clc1ccc(CNc2cc(-c3ccccc3)nc3nncn23)cc1
  D3 ag: 2 | PTHR1 ag: -19%
> Cc1cnc(=O)[nH]c1SCC(=O)Nc1nc2ccccc2s1
  D3 ag: 3 | PTHR1 ag: -26%
> Cc1ccc(NC(=O)C2CCN(C(=O)c3cnn(-c4ccccc4)c3-n3cccc3)CC2)cc1Cl
  D3 ag: 3 | PTHR1 ag: -9%
> Cc1nnc(NC(=O)CSc2nc3c([nH]c4ccccc43)c(=O)n2-c2cccc(Cl)c2)s1
  D3 ag: 17 | PTHR1 ag: i

Continued.
Second line of a record – D3 ag	PTHR1 ag
COC(=O)CC1Oc2ccccc2-n2cc(-c3ccc(C)cc3)nc21 (stereo unspecified)
→ -6	-6%
CCc1cccc(NC(=O)CSc2nccn2C)c1
→ -2	i
Cc1cccc(C)c1NC(=O)Nc1csc2c1CCCC2
→ -6	i
O=C1CN(C(=O)c2ccc(S(=O)(=O)N3CCCC3)cc2)C(c2ccc(F)cc2)c2cc(F)ccc2N1 (stereo unspecified)
→ -3	i
O=S(=O)(c1ccc(OC(F)(F)F)cc1)N1CCC(c2nnnn2-c2ccc(F)cc2)CC1
→ 0	?
Cc1ccc(NC(=O)c2ccc(CNS(=O)(=O)c3ccc4c(c3)C(C)(C)C(=O)N4C)cc2)cc1F
→ 7	i
CCOc1ccc(NC(=O)Cn2cc(C(=O)c3ccc(C)cc3)c(=O)c3cc4c(cc32)OCCO4)cc1
→ -13	-20%
Cc1ccc(NC(=O)CCC(=O)N2CCSc3ccccc32)cc1Cl
→ -36	-2%
Cc1ccc(CNC(=O)CNS(=O)(=O)c2cccs2)cc1
→ -2	i
CC(=O)N1c2ccc(S(=O)(=O)NCCc3cccc(C)c3)cc2CC1C (stereo unspecified)
→ 4	-17%
COc1ccc(-c2cc(C(F)(F)F)nc(SCC(=O)N(C)Cc3ccccc3)n2)cc1
→ 6	-21%
O=C(NCc1ccc2c(c1)OCO2)c1ccc2c(c1)N(Cc1cccc(Cl)c1)C(=O)c1ccccc1S2
→ 7	i
O=C(Nc1ccc2oc(-c3cccnc3)nc2c1)c1ccc(-c2ccc(Cl)cc2)o1
→ 1	-38%[inhibitor]
CCN1CCN(c2cc3c(cc2F)c(=O)c(S(=O)(=O)c2ccc(OC)cc2)cn3CC)CC1
→ -8	i
O=C(CCSCc1cnn(-c2ccccc2)c1-n1cccc1)NCc1ccc(Cl)cc1
→ 4	-90%[inhibitor]
CCOc1ccccc1N(C)C(=O)c1cc(S(=O)(=O)NCc2ccc(C)cc2)ccc1F
→ -24	i
COc1ccc(CCNC(=O)c2ccc(Cn3c(=O)c4ccccc4n(Cc4cccc(F)c4)c3=O)cc2)cc1OC
→ 4	-3%
Fc1ccccc1C1=NC(c2ccc(C(F)(F)F)cc2)=Nc2ccccc2N1
→ 9	i
Cc1ccc(-c2nnc(SCC(=O)NC3CCCC3)nc2-c2ccc(C)cc2)cc1
→ -11	i
COc1ccccc1CNC(=O)c1c(O)nc2c(C)cccn2c1=O
→ -8	-8%
COc1cc(OC)c(OC)cc1/C=C/c1nc2cc3ccccc3cc2c(=O)n1-c1ccc(F)cc1F
→ -3	-88%[inhibitor]
CCCCCS(=O)(=O)c1oc(-c2cccs2)nc1S(=O)(=O)c1ccc(C)cc1
→ -35	-44%[inhibitor]
CC(=O)Nc1ccc(NS(=O)(=O)c2c(C(=O)N3CCC(C)CC3)c(C)n(C)c2C)cc1
→ 2	7%
O=C(Nc1ccc(C(=O)OCc2cc(=O)n3c4c(sc3n2)CCCC4)cc1)c1cccc(F)c1
→ -5	i
Cc1ccc(C(C)C)c(OCCCn2c(=O)oc3ccc(C)cc32)c1
→ 2	-62%[inhibitor]
COc1cccc(NC(=O)C2CC(=O)N(c3ccc(Br)cc3)C2)c1 (stereo unspecified)
→ 3	i
CCN1C(=O)c2ccccc2Sc2ccc(NC(=O)Nc3ccc(C(C)=O)cc3)cc21
→ 9	-55%[inhibitor]
COc1ccc(C(=O)CN2C(=O)N(c3ccc(C(C)=O)cc3)S(=O)(=O)c3ccccc32)cc1
→ 1	-1%
CCOCCCn1c(SCC(=O)Nc2ccccc2OC)nc2c(oc3ccccc32)c1=O
→ 6	-3%
Cc1cccc(N2CCN(c3ccc(C(=O)O)cc3NC(=O)c3ccccc3F)CC2C)c1 (stereo unspecified)
→ -5	-5%
Cc1c(C(=O)Nc2cccc(Cl)c2)sc2nc3n(c(=O)c12)N=C(c1cccc(Br)c1)CS3
→ -3	i
COc1ccc(OC)c2sc(N3CCN(C(=O)C(C)(C)C)CC3)nc12
→ -4	i
COc1ccccc1CNC(=O)c1ccc2nc(CCc3ccccc3)oc2c1
→ -9	10%
